# Bioassay records deposited in PubChem BioAssay by Sanford-Burnham Center for Chemical Genomics.
# APJ antagonist – blocks the human apelin receptor APJ | 330,000 tested, 0.32% active | CHO-K1 APJ beta-arrestin complementation, luminescence | AID 2521 | inhibition, % at 20 µM;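 active = inhibition above about 40% at 20 µM, limit read from the data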;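 note: cells challenged with 10 nM apelin-13 agonist together with compound; plate controls were apelin-13 plus DMSO wells for no effect and DMSO wells lacking apelin-13 for full effect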
# Target sequence (P35414 whole entry, looked up): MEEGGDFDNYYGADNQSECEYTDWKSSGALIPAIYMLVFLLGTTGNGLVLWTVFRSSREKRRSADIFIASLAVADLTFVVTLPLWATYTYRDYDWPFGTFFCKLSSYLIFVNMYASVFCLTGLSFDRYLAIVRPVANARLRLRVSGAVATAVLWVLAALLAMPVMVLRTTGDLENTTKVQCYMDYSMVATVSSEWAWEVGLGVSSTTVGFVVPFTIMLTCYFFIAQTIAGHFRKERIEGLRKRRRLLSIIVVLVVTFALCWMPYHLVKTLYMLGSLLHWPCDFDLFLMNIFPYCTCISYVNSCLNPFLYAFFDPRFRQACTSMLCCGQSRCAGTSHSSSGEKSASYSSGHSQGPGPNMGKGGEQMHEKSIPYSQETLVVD
# CXCR6 block – inhibitors of human CXCR6 receptor; 360,000 tested, 0.36% active; CHO-K1 PathHunter CXCR6 beta-arrestin, luminescence; O00574; inhibition, % at 20 µM; in the data active = inhibition above about 34%, passing the limit was not always enough;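 note: antagonist mode with CXCL16 agonist at 10 nM final; 0% = 10 nM CXCL16 with DMSO and 100% = unstimulated wells without agonist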
# Target sequence (O00574 whole entry, looked up): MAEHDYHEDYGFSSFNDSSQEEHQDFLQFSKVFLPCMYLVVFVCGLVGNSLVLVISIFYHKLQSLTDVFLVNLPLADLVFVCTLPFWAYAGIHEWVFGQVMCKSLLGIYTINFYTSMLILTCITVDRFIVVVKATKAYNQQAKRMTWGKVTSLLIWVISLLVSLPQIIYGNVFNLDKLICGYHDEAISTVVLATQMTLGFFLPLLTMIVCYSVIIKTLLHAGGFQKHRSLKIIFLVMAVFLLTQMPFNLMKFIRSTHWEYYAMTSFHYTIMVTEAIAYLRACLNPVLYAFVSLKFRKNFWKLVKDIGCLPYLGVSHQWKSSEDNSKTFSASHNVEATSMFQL
# UBC13 inh – inhibitors of human UBC13 polyubiquitin chain formation | P61088 | TR-FRET | inhibition, % at 20 µM | 330,000 tested, 0.47% active; in the data active = inhibition above about 45%, passing the limit was not always enough
# 697 NFkB inh – lowers PMA/ionomycin-induced NF-kB signal in 697 B cells | 697 B-cell NF-kB luciferase reporter, 16 h | inhibition, % at 4 µM | 330,000 tested, 0.33% active | AID 435022; in the data active = inhibition above about 35%
# EBI2 antag – antagonists of human EBI2 receptor | P32249 | inhibition, % at 5 µM | EBI2 beta-arrestin recruitment, luminescence, 7a,25-OHC stimulated | AID 651636 | 360,000 tested, 0.81% active; in the data active = inhibition above about 38%;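 note: enzyme fragment complementation signal reports receptor beta-arrestin coupling in cells; 0% = agonist plus DMSO wells and 100% = wells without agonist; some results beyond the cut were filed as inactive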
# Target sequence (P32249 whole entry, looked up, the tested form may be a part): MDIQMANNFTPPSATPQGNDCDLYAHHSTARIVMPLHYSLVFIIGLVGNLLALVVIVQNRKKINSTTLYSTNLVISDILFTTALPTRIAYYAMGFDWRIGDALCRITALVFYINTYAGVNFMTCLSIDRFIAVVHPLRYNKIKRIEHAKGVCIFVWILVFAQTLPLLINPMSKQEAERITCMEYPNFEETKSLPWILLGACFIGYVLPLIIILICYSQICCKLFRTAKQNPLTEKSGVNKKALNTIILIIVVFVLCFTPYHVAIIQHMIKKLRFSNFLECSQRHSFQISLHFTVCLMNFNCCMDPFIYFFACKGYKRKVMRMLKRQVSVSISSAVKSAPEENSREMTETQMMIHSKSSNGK
# Jurkat NFkB inh – lowers PMA/ionomycin-induced NF-kB signal in Jurkat cells. 330,000 tested, 0.53% active. inhibition, % at 4 µM. PMA/ionomycin-induced NF-kB luciferase reporter, luminescence. AID 435003; in the data active = inhibition above about 50%
# CCR6 antagonist – CCR6 (human) receptor antagonism; P51684; CHO-K1 CCR6 PathHunter beta-arrestin, luminescence, CCL20-stimulated; inhibition, % at 20 µM; 340,000 tested, 0.49% active;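 active = compounds whose inhibition of the agonist-driven luminescence signal at 20 µM reaches about 50%, limit read from the data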;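 note: cells stimulated with CCL20 at 14 nM final; plate controls were DMSO with CCL20 for no effect and DMSO without agonist for full effect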
# Gli-Sufu block – Gli-Sufu pathway antagonism; Sufu-KO-LIGHT fibroblasts, Gli luciferase reporter luminescence; inhibition, % at 5 µM; 340,000 tested, 0.74% active;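 active = inhibition above about 55%, limit read from the data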;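 note: 0% = DMSO-treated cells and 100% = wells with medium but no cells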
# Numbers without * were called inactive; x = not tested or not shown. Compounds were not picked by outcome. About 3% of those tested had a hit in this group.
SMILES,APJ antagonist,CXCR6 block,UBC13 inh,697 NFkB inh,EBI2 antag,Jurkat NFkB inh,CCR6 antagonist,Gli-Sufu block
Cc1ccc(C(=O)NCCN2C3=NC[C@H](C)N3C[C@H]2Cc2ccc(O)cc2)cc1Br,18,-5,21,-3,-6,-3,18,23
O=C1CC(c2ccccc2)=Nc2ccc(Br)cc2N1,12,5,-2,-1,-10,11,15,10
O=C(CCc1ccccc1)NNC(=O)c1ccco1,-15,1,-9,-3,-1,5,-12,-5
Cc1cccnc1NC(=O)Nc1cccc2ccccc12,6,0,10,9,10,6,1,-4
CCN1C(=O)CC(NCc2ccc3c(c2)OCO3)C1=O (stereo not drawn),12,1,0,19,-2,12,-2,5
Cc1ccc(NC(=O)OC(C)N2CCCCC2)cc1NC(=O)OC(C)N1CCCCC1 (stereo not drawn),x,-1,x,x,-10,x,10,3
CC(=O)Nc1ccc(NC(=O)CN2CCN(c3cccc(C(F)(F)F)c3)CC2)cc1,3,0,5,-27,-9,9,-4,13
Cc1cccc(N2CCN(C(=O)CCS(=O)(=O)c3ccc4c(c3)NC(=O)C(C)S4)CC2)c1C (stereo not drawn),4,-6,-14,-72,-1,9,12,21
CCOc1ccc(NC(=O)c2ccc(NC(=O)Cc3n[nH]c(=O)c4ccccc34)cc2)cc1,29,-12,5,16,8,2,10,-2
Cc1cccc([C@@H]2[C@@H]3C(=O)N(Cc4ccccc4)C(=O)[C@@H]3[C@]3(Cc4ccccc4)C(=O)N(c4ccc(C(F)(F)F)cc4)C(=O)N23)c1,12,-7,-27,9,-6,8,-8,-10
COc1cccc(C=NNc2nnc(NN=Cc3cccc(OC)c3OC)c3ccccc23)c1OC,x,13,x,x,3,x,14,-50
N#C/C(=C\c1ccc(O)c(O)c1)C(=O)Nc1cccc2ncccc12,-16,9,3,3,8,11,29,-14
CC12CC(NC(=O)N1c1cccc(C(=O)N3CCCCC3)c1)c1ccccc1O2 (stereo not drawn),9,0,-5,-4,-1,7,17,-5
O=C(COC(=O)c1cnc(Cl)c(Cl)c1)Nc1ccc(S(=O)(=O)N2CCCC2)cc1,-8,-8,9,9,1,4,24,-3
Cc1ccc(-n2cc(S(=O)(=O)c3ccc(C)cc3)[nH]c2=O)cc1,-3,0,11,9,-12,-4,-3,0
Nc1ccc2oc(-c3cccc4ccccc34)nc2c1,-6,-12,6,-99,-5,-114,-12,3
CCOC(=O)[C@@H]1[C@H]2COc3ccccc3[C@H]2N2C(=O)N(c3ccc(C)cc3)C(=O)[C@]12C,6,6,-9,-1,-6,19,14,-4
Cc1ccc(/C=N/n2c(C)cc(C)c(C#N)c2=O)o1,6,2,9,5,-9,3,11,0
COCCn1c(N)c(Sc2ccccc2[N+](=O)[O-])c(=O)[nH]c1=O,-1,-11,8,12,-1,2,13,5
NS(=O)(=O)c1ccc(CNC(=O)C(c2ccccc2)c2ccccc2)cc1,11,0,-3,12,0,3,10,1
Cc1ccc(NC(=O)c2ccc(Cn3cc(Cl)cn3)o2)c(C)c1,12,2,3,-4,-2,3,x,x
CC1(C)CC(N2CCN(Cc3ccccc3)CC2)=CC(=[N+]2CCCCC2)C1,-8,3,-18,-15,-2,47,4,79*
CN(C)c1nc(SCc2ccccc2Cl)nc2c1CCCC2,13,2,-3,-16,0,3,10,-2
CCc1ccc(C(C(=O)NC2CCCCC2)N(C(=O)c2csnn2)C2CC2)cc1 (stereo not drawn),-2,12,-5,-4,-6,2,-3,22
COc1ccccc1NS(=O)(=O)c1cc(NC(=O)c2ccc3c(c2)OCCO3)ccc1C,-6,-16,2,-15,-9,3,5,-20
Cc1cc(=O)oc(C)c1C(=O)N1CCc2c([nH]c3ccccc23)C1C(C)C (stereo not drawn),7,-1,0,-17,-2,-4,0,4
C[C@H](CO)N1C[C@H](C)[C@@H](CN(C)CC2CC2)Oc2c(NC(=O)C3CC3)cccc2C1=O,x,-3,x,x,7,x,9,10
O=C1CSC2=NCN(c3ccccc3)CN12,8,-19,-5,-43,-10,6,-15,-5
CCOCCCNC(=O)CCNS(=O)(=O)c1ccc(C)cc1,4,-1,4,15,-2,11,-16,-1
N#Cc1c(N)[nH]c2ccc(Sc3ccccc3)cc12,x,-11,x,x,-6,x,6,29
COc1ccc(OC)c(NC(=O)C2CCN(S(=O)(=O)c3ccc4c(c3)OCCO4)CC2)c1,9,0,3,12,10,12,1,-2
Nc1nnc(-c2cn(-c3ccccc3)nc2-c2ccccc2)o1,13,-1,7,9,-22,9,-25,-7
COc1cc2c(cc1OC)C(c1ccc3c(c1)OCO3)CC(=O)N2 (stereo not drawn),-15,5,0,1,-6,-6,14,-3
CCC/C=C1/CCCOC(C(=O)NCc2ccccc2)(C(F)(F)F)C1 (stereo not drawn),14,-6,-10,19,-1,3,23,3
CCc1ccc(Nc2nnc(SCC(=O)Nc3cccnc3Cl)s2)cc1,-8,-13,-1,-20,2,-37,-13,3
Cc1cc2c(cc1S(=O)(=O)N(C)C1CCCCC1)OCC(=O)N2,-13,-3,9,-7,-2,-9,-4,-3
Cc1cc(C)c[n+](C(C)C(=O)c2ccc(-c3ccccc3)cc2)c1 (stereo not drawn),13,-9,16,27,-8,34,-8,80*
CCCn1c(N)c(N(CCOC)C(=O)c2cc3c(s2)CCC(CC)C3)c(=O)[nH]c1=O (stereo not drawn),-6,3,2,4,-11,-7,4,0
NC(=O)C1CCN(C2CC(=O)N(c3ccc(F)c(Cl)c3)C2=O)CC1 (stereo not drawn),4,-6,8,-18,7,4,-23,-3
CC(OC(=O)c1ccc2ccccc2c1)C(=O)N(C)Cc1ccccc1 (stereo not drawn),20,0,2,11,-6,-2,17,-1
CCC(C)N=CC1=C(O)C(C(=O)OC)C(C)(C)CC1=O (stereo not drawn),14,9,1,18,0,9,10,-2
COc1ccc(CNC(=O)COC(=O)Cc2ccc(Br)cc2)cc1,10,6,16,8,-3,0,14,7
Cc1c(NC(=S)N/N=C/c2cc([N+](=O)[O-])ccc2O)c(=O)n(-c2ccccc2)n1C,13,12,12,-2,7,10,24,-6
Cc1c(O)cc2n(c1=O)-c1ccccc1C2(C)C,6,6,7,6,-2,-4,18,-6
CC(C)Sc1ccccc1C(=O)Nc1ccc2c(c1)n(C)c(=O)n2C,-10,0,37,25,-6,-8,9,2
CC(C)(C)c1ccc(C(=O)NCC(=O)OCCN2C(=O)c3ccccc3C2=O)cc1,-46,-1,-10,-23,0,-16,7,-5
CCOC(=O)NCc1ccc2c(c1)OCO2,14,0,-5,2,8,0,-13,6
Cn1c(/N=C/c2ccccc2[N+](=O)[O-])nc2ccccc21,-9,-4,-2,-2,-9,0,-3,-16
COc1cccc(NC(=O)CN(C)C(=O)CSCC(=O)Nc2ccc(C)cc2)c1,5,1,2,7,-8,17,-2,-7
O=C(Nc1ccc(F)c(Cl)c1)Nn1cnnc1,3,-2,1,8,-2,7,x,x
c1ccc(-n2nnc3cnccc32)cc1,-14,0,7,28,0,16,13,5
N#C/C(=C\c1cc(Cl)cc(Cl)c1O)C(=O)NC1CCCCC1,-38,12,-16,-19,1,-7,7,-15
Cc1ccc(C(=O)NC2CCCC(C)C2C)cc1S(=O)(=O)N1CCCCC1 (stereo not drawn),11,0,-5,-33,18,-9,15,24
O=C(Nc1ccccc1C(F)(F)F)c1cc2ncc(CCCl)cn2n1,-7,5,-3,-47,6,-35,6,-21
COc1ccccc1-n1c(C)nnc1SCC(=O)Nc1cccc(C(C)=O)c1,21,1,3,21,-8,-3,-3,3
CC(C)(C)C(=O)NNC(=O)CCCOc1ccc(Cl)cc1Cl,-10,-2,4,-12,-4,-11,-10,-4
O=c1cc(CN2CCN(c3cccc(Cl)c3)CC2)c2cc3c(cc2o1)CCCC3,-3,9,-4,22,13,22,10,9
NC(=O)c1cc(C(=O)c2cccc(Cl)c2Cl)c[nH]1,-1,-3,7,10,-11,12,12,3
Cc1ccc(CNC(=O)Cn2cccc2C(=O)c2ccccc2C)cc1,-2,-4,10,-6,1,-14,16,-10
Cc1cccc(C)c1NC(=O)c1c(O)c2ccccc2[nH]c1=O,-13,0,11,10,-5,-9,-12,-4

# Quoted at random: six compounds from above.
SMILES,APJ antagonist,CXCR6 block,UBC13 inh,697 NFkB inh,EBI2 antag,Jurkat NFkB inh,CCR6 antagonist,Gli-Sufu block
O=c1cc(CN2CCN(c3cccc(Cl)c3)CC2)c2cc3c(cc2o1)CCCC3,-3,9,-4,22,13,22,10,9
NC(=O)c1cc(C(=O)c2cccc(Cl)c2Cl)c[nH]1,-1,-3,7,10,-11,12,12,3
c1ccc(-n2nnc3cnccc32)cc1,-14,0,7,28,0,16,13,5
COc1ccccc1-n1c(C)nnc1SCC(=O)Nc1cccc(C(C)=O)c1,21,1,3,21,-8,-3,-3,3
Cc1ccc(CNC(=O)Cn2cccc2C(=O)c2ccccc2C)cc1,-2,-4,10,-6,1,-14,16,-10
O=C(Nc1ccc(F)c(Cl)c1)Nn1cnnc1,3,-2,1,8,-2,7,x,x

# (next part)
SMILES,APJ antagonist,CXCR6 block,UBC13 inh,697 NFkB inh,EBI2 antag,Jurkat NFkB inh,CCR6 antagonist,Gli-Sufu block
CC(=O)c1ccc(NC(=O)c2ccc3snnc3c2)cc1,8,-6,2,-74,12,-53,1,-42
Clc1ccc(/C=N/Nc2ncnc3ccccc23)cc1Cl,-9,-4,-10,-111,13,-123,0,-57
COc1ccc(NC(=S)NC(=O)Cc2ccccc2)cc1,14,4,11,-14,0,4,5,22
CCc1cc2cccc(C)c2nc1SCC(=O)NNC(=O)c1ccco1,9,5,13,8,-11,10,7,-4
CCCCN(C(=S)Nc1ccccc1)C1CCS(=O)(=O)C1 (stereo not drawn),5,4,2,3,-7,2,10,-20
COc1ccc2c(c1)[nH]c1c(=O)n(/N=C/c3ccc(OC)c(COc4ccccn4)c3)cnc12,-11,-4,-6,-14,-9,-11,-23,5
CCOC(=O)c1oc2ccc(CNCCO)c(Cl)c2c1C,12,2,-5,-26,2,-73,-19,-26
Cc1cccc(-c2nn(-c3ccccc3)cc2C(=O)N(C)CC(=O)Nc2ccc(N3CCOCC3)cc2)c1,9,2,7,-27,-4,-2,17,-24
O=C(Cn1nnc(-c2ccc(Cl)cc2)n1)NC1CC2CCC1C2 (stereo not drawn),4,-4,-5,-22,9,-8,12,1
Cc1ccc(CN(Cc2ccccn2)C(=O)Nc2ccc(C)c(C)c2)cc1,5,1,-4,-11,11,-2,17,10
COc1cccc(N2CC(=O)N(c3cccc(OC)c3)CC2=O)c1,6,-4,15,9,-3,10,-3,9
C[C@H](NC(=O)c1ccc(Cl)cc1)C(=O)NCCc1ccc(S(N)(=O)=O)cc1,6,-8,9,22,-10,4,-5,5
CCCCC/C=C\C[C@H](O)/C=C/c1cccc(C[C@H](O)CCCCO)n1,13,1,-19,-33,-5,-14,-4,0
C=CCOc1c(Br)cc(/C=C2\SC(=Nc3ccccc3)NC2=O)cc1OC,-4,4,-26,5,18,3,4,-1
COc1ccccc1/C=N/NC(=O)c1[nH]c(C)c(C(=O)N/N=C/c2ccccc2OC)c1C,13,2,-10,-10,-6,-7,7,0
CCc1cc2c(NC(Cc3ccccc3)C(=O)O)ncnc2s1 (stereo not drawn),-13,0,-2,-17,-12,-13,-1,-3
NC(=S)Cc1nc(-c2ccccc2)cs1,-3,-2,6,-20,4,1,25,1
CCc1ccc(C2=NN(CCC(=O)NC3CCCCCC3)C(=O)CC2)cc1,-1,0,6,10,6,16,22,7
CCc1ccc(NC(=O)CN2CCc3ccccc3C2)cc1,9,3,1,14,-5,-3,6,-1
CCc1ccc(CN2CCCC(CNC(=O)c3cc(OC)cc(OC)c3)C2)cc1 (stereo not drawn),16,7,14,-3,-7,15,13,23
CCc1cc2c(=O)c(-c3cnn(-c4ccccc4)c3)c(C)oc2c(CN2CCCCC2)c1O,17,4,9,-23,14,-13,16,21
CCc1ccc(C(C(=O)NC2CCCC2)N(Cc2cccnc2)C(=O)c2csnn2)cc1 (stereo not drawn),7,8,-6,22,2,-12,2,1
CCN(CC(=O)NCc1ccc(Cl)cc1)C(=O)COc1cccc(C(F)(F)F)c1,7,2,30,13,15,7,10,0
